Source: PubChem
rCAG binder: r(CAG) repeat RNA binding | TO-PRO-1 dye displacement fluorescence | inhibition, % at 3 µM | 370,000 compounds, 1.3% hits;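 active means inhibition above the plate cutoff, the mean of all test compounds on that plate plus 3 SD, cut at about 35% in these data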;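 further: 0% = DMSO alone and 100% = 100 µM mitoxantrone as full dye displacement; higher means more dye released from RNA so lower well fluorescence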
TDP2 absorb: TDP2 (human) inhibition, absorbance primary screen; recombinant TDP2, T5PNP hydrolysis, p-nitrophenol absorbance 415 nm; inhibition, % at 12.8 µM; 370,000 compounds, 0.34% hits;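 active means inhibition above the mean of all tested compounds plus 3 SD, set per campaign, cut at about 25% in these data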;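 further: 0% = DMSO with enzyme and 100% = buffer with substrate but no TDP2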
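System: recombinant human TDP2 / Amount: 120 nM TDP2 per well / Also added: 5 mM T5PNP chromogenic substrate / Doses: 12.8 µM single point, 1% DMSO / Incubation: 2 h at 37 °C / Detection: p-Nitrophenol epi absorbance / Evaluation: % inhibition relative to enzyme-containing and enzyme-free wells / Repeats: singlicate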
HTRA1 inh: inhibitors of human serine peptidase HTRA1 | recombinant HTRA1, FP-rhodamine activity-based probe, fluorescence polarization | inhibition, % at 5.96 µM | 340,000 compounds, 0.5% hits | AID 504803 | Q92743; in the data active means inhibition above about 36%;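 further: 0% = enzyme with DMSO and 100% = wells lacking enzyme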
LEDGF integ inh: blocks HIV-1 LEDGF/p75-dependent DNA integration; TR-FRET IN-LEDGF/p75 DNA integration, Eu/Cy5; inhibition, % at 3.7 µM; 370,000 compounds, 0.64% hits; AID 743269;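 active means inhibition above the screen-wide mean plus 3 SD, cut at about 13% in these data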;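 further: signal is the Cy5 over europium emission ratio at 671 and 618 nm; 0% = plate median of compound wells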
PRMT1 FP inh: blocks human protein arginine methyltransferase 1 | recombinant PRMT1, activity-based probe fluorescence polarization | inhibition, % at 2.79 µM | 370,000 compounds, 1.3% hits;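 active means inhibition above about 21% made by adding two undisclosed values, limit read from the data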
Target sequence (Q99873 whole entry, looked up): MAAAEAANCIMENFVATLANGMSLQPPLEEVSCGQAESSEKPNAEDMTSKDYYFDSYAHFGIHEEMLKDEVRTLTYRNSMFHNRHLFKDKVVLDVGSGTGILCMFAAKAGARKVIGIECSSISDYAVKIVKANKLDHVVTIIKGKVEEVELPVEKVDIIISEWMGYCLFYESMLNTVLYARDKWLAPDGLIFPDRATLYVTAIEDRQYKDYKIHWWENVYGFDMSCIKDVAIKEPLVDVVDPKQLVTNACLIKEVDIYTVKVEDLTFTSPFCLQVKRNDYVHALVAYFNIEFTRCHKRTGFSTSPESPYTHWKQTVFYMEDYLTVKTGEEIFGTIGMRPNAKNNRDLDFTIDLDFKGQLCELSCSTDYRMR
SIAE inh: blocks human sialic acid acetylesterase; Q9HAT2; SIAE FP-Rh probe binding, fluorescence polarization; inhibition, % at 9.66 µM; 370,000 compounds, 0.69% hits;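 active means inhibition above a cutoff: mean of compounds within the control limits plus 3 SD of those, cut at about 17% in these data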;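 further: 0% = plate median of compound wells and 100% = probe without SIAE protein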
Target sequence (Q9HAT2 whole entry, looked up): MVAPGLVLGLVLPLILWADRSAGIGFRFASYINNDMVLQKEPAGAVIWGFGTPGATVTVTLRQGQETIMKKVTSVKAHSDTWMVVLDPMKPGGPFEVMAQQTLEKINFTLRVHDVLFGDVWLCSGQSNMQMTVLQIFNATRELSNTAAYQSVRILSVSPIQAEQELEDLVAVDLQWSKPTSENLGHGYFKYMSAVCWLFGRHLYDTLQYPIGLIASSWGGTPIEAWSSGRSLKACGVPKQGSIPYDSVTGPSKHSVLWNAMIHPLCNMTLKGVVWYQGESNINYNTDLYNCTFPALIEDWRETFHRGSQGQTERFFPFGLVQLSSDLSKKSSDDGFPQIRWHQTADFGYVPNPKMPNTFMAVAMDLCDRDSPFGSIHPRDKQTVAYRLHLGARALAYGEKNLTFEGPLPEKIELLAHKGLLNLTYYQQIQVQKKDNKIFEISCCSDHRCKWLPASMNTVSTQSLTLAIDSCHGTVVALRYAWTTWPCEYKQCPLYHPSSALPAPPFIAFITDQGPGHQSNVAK
ABHD4 inh: ABHD4 (mouse) inhibition, primary FP screen. Q8VD66. 370,000 compounds, 0.54% hits. AID 720543. purified mABHD4, FP-Rh probe fluorescence polarization. inhibition, % at 8.92 µM;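 active means inhibition exceeding the mean over every tested compound plus 3 SD, cut at about 30% in these data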;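 further: 0% = plate median of compound wells and 100% = S159A mutant with DMSO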
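Test system: mABHD4 protein; Read-out basis: % inhibition; Incubation: 45 min + 60 min at 25 °C; Repeats: single replicate; Technique: fluorescence polarization with parallel and perpendicular emission, 525/598 nm; Compound: 8.92 µM, single dose; Benchmarks: full inhibition S159A mutant plus DMSO, zero as sample-well median.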
NR1D1 modulator: Rev-erb alpha (human) modulation; activity, % at 10 µM; Rev-erbα–FITC-DNA binding, fluorescence polarization, 90 min; P20393; 370,000 compounds, 0.79% hits;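 active means activity above about 14%, limit read from the data; passing the limit was not always enough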;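 further: 0% = DMSO wells with 35 nM protein and 100% = DMSO wells with 750 nM protein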
PG9 Ab binder: PG9 antibody binding by small molecule. TR-FRET gp120-PG9 antibody binding. inhibition, % at 6.7 µM. 360,000 compounds, 0.43% hits; in the data active means inhibition above about 8.5%
TCR CD3 inh: human TCR-CD3 binding inhibition; TAMRA-labeled TCR probe fluorescence, biochemical; 360,000 compounds, 0.37% hits; inhibition, % at 9.4 µM; in the data active means inhibition above about 19%;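 further: recombinant mutant TCR 2C K166C tagged with TAMRA read by polarization; 0% = receptor in buffer alone and 100% = receptor with positive control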
The depositor's hits bear a star; / = no result given. A portion of the library (hit frequency here may not be typical).

SMILES | rCAG binder | TDP2 absorb | HTRA1 inh | LEDGF integ inh | PRMT1 FP inh | SIAE inh | ABHD4 inh | NR1D1 modulator | PG9 Ab binder | TCR CD3 inh
CN(C)S(=O)(=O)c1cccc(COC(=O)CCNC(=O)c2ccc([N+](=O)[O-])cc2)c1 | 2.1 | 7.2 | -0.1 | 4.8 | -6.0 | -0.6 | -0.3 | 1.5 | -1.4 | 3.9
COc1cccc(CN(CC2CCCO2)S(=O)(=O)c2ccc(-n3cnnn3)c(OC)c2)c1 (stereo not given) | -0.8 | 1.9 | -0.8 | -6.9 | -0.2 | -5.5 | -4.9 | -1.7 | -0.4 | 5.1
COc1ccccc1/C=C1\SC(=S)N(CC(=O)Nc2nnc(C)s2)C1=O | 5.3 | 16.3 | / | 1.3 | 2.0 | -6.3 | 0.2 | 3.5 | 0.9 | -3.5
CCOc1ccc(C(=O)NCc2ccc3c(c2)OCO3)cc1 | -4.1 | 7.9 | -0.4 | -3.3 | -0.8 | -5.5 | -3.0 | -0.1 | -1.6 | -2.2
CCC(=O)NC(c1cccs1)c1cc(Cl)c2cccnc2c1O (stereo not given) | 0.9 | -10.7 | 53.7* | -2.4 | -5.8 | 16.7 | 8.1 | 2.1 | -2.0 | 0.9
CC(C)(C)N1NC(=O)Nc2ccccc2C1=O | 5.9 | -5.7 | -1.3 | 1.9 | 0.3 | -0.1 | -3.5 | -1.3 | -1.9 | 2.3
CC(C)(C)C1CCc2onc(C(=O)NC3CCCC3)c2C1 (stereo not given) | -2.6 | -15.6 | -1.6 | 2.0 | -1.4 | -5.5 | -4.2 | 4.7 | 2.3 | -7.4
O=C(Nc1ccccn1)Nc1cccs1 | -2.0 | 4.5 | -5.8 | -1.0 | -2.3 | 2.7 | 10.7 | -0.4 | 1.1 | 8.4
CCOc1ccc(OCC)c(NC(=O)Nc2ccc3c(c2)N(C)C(=O)CS3)c1 | 10.9 | -11.4 | -1.8 | -1.2 | -0.3 | 21.8* | 10.1 | -3.2 | -1.2 | 4.0
O=C([C@@H]1Cc2ccccc2CN1)N1CCN(Cc2ccccc2)CC1 | -4.8 | -1.3 | 0.0 | 3.8 | 5.1 | 2.9 | -1.0 | -3.6 | 3.7 | -4.3
Cc1ccc(-n2nc3c(Cl)nnc(C)c3c2C)cc1 | -3.0 | -6.3 | 4.8 | 1.6 | -1.0 | 1.7 | 0.3 | 3.1 | -1.1 | -0.2
CCC(CC)C(=O)N(C)c1c(C)nc2c(OCC3CCCCC3)cccn12 | -1.6 | -1.6 | / | 0.6 | 3.9 | -9.3 | 11.8 | -3.8 | 3.9 | 1.9
CC(C)=NOc1nc(N(C)C)nc(N(C)C)n1 | -4.2 | 2.0 | -8.4 | -0.5 | -2.9 | 0.6 | 2.8 | -3.8 | -0.9 | 9.6
COCCNC(=S)N1CCN(S(=O)(=O)c2ccc(Cl)s2)CC1 | -1.7 | 10.4 | -6.5 | 2.3 | 0.0 | -0.3 | -3.5 | -0.1 | -0.4 | 0.6
c1ccc(-c2cc(N3CCCCCC3)n[nH]2)cc1 | 0.7 | 5.4 | 7.4 | -4.1 | 0.7 | 4.2 | 13.8 | 3.5 | -1.1 | 2.9
CCOc1ccccc1NC(=O)COC(=O)CC(C)(C)CC1=NS(=O)(=O)c2ccccc2N1 | 2.5 | 11.3 | -4.7 | 1.8 | 2.7 | 0.6 | 2.7 | 0.1 | -1.0 | 3.5
CC1(C)CC(=O)c2c(Cc3ccccc3)noc2C1 | -4.2 | -9.4 | 3.3 | -2.9 | 4.0 | 4.0 | 12.7 | 8.2 | -1.3 | -6.0
FC(F)(F)c1ccc(/C=N/NC(=S)NC2CCCCC2)cc1 | -2.0 | -17.8 | -1.8 | -3.2 | -0.4 | -1.8 | -5.2 | -3.8 | -2.2 | 4.1
COC(=O)[C@]12C[C@H](CC(=O)NCC34CC5CC(CC(C5)C3)C4)C(=O)N(Cc3ccccc3)C1=C[C@H](C(C)(C)C)O[C@@H]2C | 8.1 | -1.6 | / | 2.0 | -0.5 | -4.5 | -4.1 | 8.7 | -1.1 | -0.5
Clc1ccc(OCCCCN2CCc3ccccc3C2)cc1 | -8.5 | 1.8 | -6.7 | -1.9 | -4.7 | -0.2 | -1.0 | -6.0 | -0.3 | 5.9
Cc1ccc(C)c(NC(=O)C2CCCN2C(=O)OC(C)(C)C)c1 (stereo not given) | -0.4 | -13.1 | -3.8 | -3.4 | -2.8 | 0.5 | -11.8 | -7.0 | -1.1 | -4.3
O=C(CNc1ccccc1F)Nc1cc(S(=O)(=O)N2CCCCC2)ccc1Cl | 3.7 | 0.7 | -10.1 | -0.4 | 4.0 | 1.0 | -1.2 | 4.4 | 2.6 | -8.3
COc1cccc(C(=O)NNC(=O)c2ccc3ccccc3c2O)c1 | 10.1 | -17.6 | 7.8 | -11.7 | 11.1 | 0.7 | 5.4 | -3.2 | -3.0 | 40.3*
Cc1ccc(-c2nc(S(=O)(=O)c3ccc(C)cc3)c(SCC(N)=O)o2)cc1 | 6.6 | -6.2 | -44.0 | -0.1 | 1.3 | -19.5 | -11.9 | -0.6 | -1.7 | 0.7
O=C(COc1ccccc1)N1CCN(C(=O)c2ccc([N+](=O)[O-])cc2)CC1 | -1.0 | -10.7 | 3.8 | 0.5 | 0.2 | 3.6 | 9.0 | 0.4 | -2.4 | 7.2
CC(c1ccc(F)cc1)n1c(-c2ccc3ccccc3n2)n[nH]c1=S (stereo not given) | 18.6 | -1.1 | -7.6 | 1.2 | 4.1 | 2.7 | -9.3 | -3.5 | 1.9 | 1.5
COc1ccccc1Cc1noc(C(C)(C)NC(=O)c2ccccc2)n1 | -3.5 | 4.4 | 0.5 | 2.5 | -1.4 | 4.6 | -0.2 | -2.1 | 0.7 | 2.4
CCC/C(=N\NC(=O)c1ccc(OC)c(OC)c1)c1ccccc1 | -3.1 | -5.2 | -1.0 | -1.4 | 7.4 | 1.4 | 3.0 | -5.3 | 0.4 | -2.1
COCC(=O)NCCc1nc2ccccc2[nH]1 | 2.7 | -0.8 | -2.9 | -1.1 | -2.7 | -0.9 | 8.8 | 1.9 | -1.4 | 1.4
CCn1cc(C(=O)N2CCCC2)c(=O)c2cc(S(=O)(=O)N3CC(C)CC(C)C3)ccc21 (stereo not given) | -6.3 | 4.1 | -4.3 | -0.4 | 2.1 | 2.1 | 2.5 | -3.5 | -0.7 | 1.8
CC(C)c1ccccc1NC(=O)COC(=O)C1(C)CC1(Cl)Cl (stereo not given) | -6.3 | -4.2 | -1.4 | 2.0 | -0.1 | 2.3 | 2.9 | -1.1 | 0.4 | 4.6
CSc1ccccc1C(=O)C1CCCN(S(=O)(=O)N(C)C)C1 (stereo not given) | -0.2 | 3.2 | -3.9 | -9.4 | -0.6 | -5.5 | 6.0 | -6.7 | 1.4 | 8.6
COc1ccccc1NC(=O)COC(=O)c1ccc2c(c1)OCCO2 | 3.8 | -1.3 | -1.3 | -1.6 | 1.5 | 6.2 | 7.3 | 22.4* | 11.3* | 5.7
CC(C)c1nc2sc3c(c2c(=O)n1N)CC(C)(C)OC3 | -6.3 | 3.0 | -9.3 | 3.6 | -0.9 | 0.8 | -8.1 | -1.1 | -2.0 | 11.1
O=[N+]([O-])c1c(C(Cl)Cl)nn(-c2ccc(Cl)cc2)c1N1CCCCC1 | -1.5 | 1.2 | -6.4 | -3.6 | 0.1 | 2.9 | -0.4 | 0.9 | -0.6 | 0.8
c1cc(-c2nnc3n2CCC3)[nH]n1 | 1.6 | -7.9 | -0.5 | 4.2 | -2.9 | 7.7 | -1.6 | 6.5 | -0.1 | -2.4
NC(=O)c1ccc(Cl)c2ccccc12 | 3.8 | -3.9 | -1.1 | -3.3 | 1.4 | -0.6 | 3.6 | -1.4 | -0.6 | -4.6
N/C(=N\OC(=O)Cc1cccs1)c1ccccc1 | 4.6 | 7.2 | -59.1 | -2.2 | 1.9 | -1.1 | 4.5 | -1.6 | -0.3 | -7.8
NC(=S)NNC(=S)Nc1ccccc1 | -2.6 | -2.9 | 5.4 | -2.1 | -4.2 | 5.4 | 1.0 | -1.6 | -2.9 | 5.3
O=C(c1ccc(Cl)cc1)c1c[nH]c(C(=O)NNc2ccccc2)c1 | -0.9 | 9.6 | -5.5 | -3.0 | 2.6 | 9.9 | 0.6 | 2.5 | -3.0 | 6.3
O=C(COC(=O)c1ccc2c(c1)OCCO2)NCCc1ccc(F)cc1 | -1.4 | -2.9 | 5.4 | 2.5 | 0.9 | -4.5 | -1.3 | 2.3 | 0.7 | 9.9
COC(=O)c1ccccc1NC(=O)c1nc(S(=O)(=O)Cc2ccccc2)ncc1Cl | -0.5 | 4.3 | 3.7 | -1.9 | 4.8 | -2.4 | 3.2 | -3.5 | -1.4 | -2.9
CN(C)C(=O)N1CCC(C(=O)NCc2ccccc2)CC1 | -2.7 | 8.9 | -13.3 | -3.5 | 3.3 | -2.6 | -3.9 | 3.1 | -0.2 | -6.0
CC(C(=O)NCCCN1CCOCC1)n1cccc1C(=O)c1ccccc1 (stereo not given) | -2.0 | 3.4 | -1.7 | -3.6 | 0.2 | 4.0 | -2.9 | -0.9 | -0.8 | 5.9
COc1ccc(S(=O)(=O)N2CCC(C(=O)NCc3ccccn3)CC2)cc1Cl | -0.1 | 0.9 | 5.5 | -2.3 | -2.5 | 1.9 | 1.2 | -4.0 | -0.4 | 4.0

4 of the compounds above, tab-delimited.
Compound	rCAG binder	TDP2 absorb	HTRA1 inh	LEDGF integ inh	PRMT1 FP inh	SIAE inh	ABHD4 inh	NR1D1 modulator	PG9 Ab binder	TCR CD3 inh
COc1cccc(C(=O)NNC(=O)c2ccc3ccccc3c2O)c1	10.1	-17.6	7.8	-11.7	11.1	0.7	5.4	-3.2	-3.0	40.3*
Cc1ccc(-c2nc(S(=O)(=O)c3ccc(C)cc3)c(SCC(N)=O)o2)cc1	6.6	-6.2	-44.0	-0.1	1.3	-19.5	-11.9	-0.6	-1.7	0.7
O=C(COc1ccccc1)N1CCN(C(=O)c2ccc([N+](=O)[O-])cc2)CC1	-1.0	-10.7	3.8	0.5	0.2	3.6	9.0	0.4	-2.4	7.2
CC(c1ccc(F)cc1)n1c(-c2ccc3ccccc3n2)n[nH]c1=S (stereo not given)	18.6	-1.1	-7.6	1.2	4.1	2.7	-9.3	-3.5	1.9	1.5

(further entries)
SMILES | rCAG binder | TDP2 absorb | HTRA1 inh | LEDGF integ inh | PRMT1 FP inh | SIAE inh | ABHD4 inh | NR1D1 modulator | PG9 Ab binder | TCR CD3 inh
Cc1cnc(C(=O)OC(C(=O)Nc2cc(C(F)(F)F)ccc2Cl)c2ccccc2)cn1 (stereo not given) | -4.7 | 1.9 | -5.5 | -0.7 | 1.4 | -10.4 | 2.1 | -4.2 | -1.6 | -6.9
Cc1cc(C)n(C(=O)c2ccc(C)c(S(=O)(=O)N3CCOCC3)c2)n1 | 2.1 | 2.5 | 8.9 | 0.3 | -1.9 | 0.1 | 1.1 | -2.4 | 0.7 | 5.0
O=C1CCC(c2ccccc2)c2ccccc21 (stereo not given) | 2.4 | 7.0 | / | -1.6 | -2.5 | 5.7 | 4.2 | 9.1 | -1.7 | 10.0
Cc1cccc(OCC(=O)Nc2ccc(N3CCN(S(C)(=O)=O)CC3)cc2)c1C | -4.8 | 6.3 | 4.2 | -0.6 | 1.2 | -3.0 | 3.3 | 2.6 | -0.7 | -4.9
